# PolyA inh: polyadenylation inhibitors in yeast reporter cells, primary screen, luminescence, S. cerevisiae; S. cerevisiae SKY197-pL101 polyadenylation reporter, beta-gal luminescence; efflux-impaired pdr1/pdr3 knockout yeast; score 100 = 6 SD above DMSO; calls only at 12 µM; hit rate 0.02% among 300,000; AID 1875, 2009;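 active means lowest replicate activity score at least 50, where 100 means six control SD above control mean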;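 further: yeast exposed to compound for 9 h at 30 °C; higher score means more reporter readthrough which indicates perturbed polyadenylation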
# HSF1 inh: HSF1 inhibitors in luciferase reporter cells, primary screen, cell-based, NIH3T3, luminescence. hit rate 0.77% among 300,000. NIH3T3-HGL HSE-luciferase, MG132-induced, luminescence 8 h; hits give low values. AID 2098, 2009. activity change, negative = inhibition, % at 7.5 µM (by protocol);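 active means more than half of replicate wells show activity change below -50%, luminescence cut by over half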;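 further: luciferase reports HSF-1 transcriptional activity via heat shock element; 0% = median of DMSO wells and -100% = zero luminescence signal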
# GSK3B inh: human GSK3beta kinase inhibitors, primary screen, biochemical, cell-free homogeneous, HTS. Glycogen synthase kinase-3 beta (Homo sapiens), P49841. GST-GSK3beta kinase, ADP-Glo luminescence, 60 min; hits give low values. activity score (negative = inhibition), % at 10 µM. hit rate 0.038% among 300,000;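 active means more than half of replicate wells score below -50%, meaning over 50% inhibition versus plate controls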;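 further: 0% = median DMSO wells and -100% = median GW8510 positive control wells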
# Target sequence (P49841 whole entry, looked up): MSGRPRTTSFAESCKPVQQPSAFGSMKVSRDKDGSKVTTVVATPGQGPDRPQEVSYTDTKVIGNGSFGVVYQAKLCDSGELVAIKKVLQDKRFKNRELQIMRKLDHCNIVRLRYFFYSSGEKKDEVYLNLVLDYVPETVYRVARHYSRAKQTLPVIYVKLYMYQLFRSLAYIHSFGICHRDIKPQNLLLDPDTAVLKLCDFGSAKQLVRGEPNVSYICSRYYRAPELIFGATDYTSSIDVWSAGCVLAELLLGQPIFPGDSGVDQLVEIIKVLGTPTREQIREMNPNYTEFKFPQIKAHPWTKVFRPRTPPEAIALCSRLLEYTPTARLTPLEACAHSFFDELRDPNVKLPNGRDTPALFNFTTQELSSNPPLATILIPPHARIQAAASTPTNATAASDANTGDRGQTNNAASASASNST
#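 Test system: GST-fused GSK3beta enzyme, cell-free | Quantity: 1.6 ng GST-GSK3beta enzyme per well | Reagent: 25 µM ATP with peptide substrate | Schedule: 60 min enzyme reaction, room temperature | Signal: Luminescent ADP-Glo measurement of ADP formed | Read-out basis: Score relative to plate controls | Control set: DMSO and 20 µM GW8510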
# AI-2 QS mod: Vibrio harveyi AI-2 quorum sensing modulators, primary screen, JMH597 strain, luminescence/OD600 ratio; Vibrio harveyi JMH597 AI-2 luminescence/OD600 ratio, 9 h; hits give low values; strain lacks LuxN and CqsS sensors; 0 = neutral-control median; activity change, % at 7.5 µM; hit rate 0.4% among 300,000; AID 2094, 2009; in the data active means activity change below about -75%, passing the limit was not always enough;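 further: luminescence divided by OD600 gain over 9 h not by final OD600 alone; inactives centre near 13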
# GSK3 alpha inh: blockers of GSK3A enzyme activity – biochemical, luminescence, cell-free homogeneous, HTS, primary screen. AID 2650, 2010. hit rate 0.1% among 320,000. inhibition, % at 10 µM. GSK-3 alpha kinase, ADP-Glo luminescence, 60 min. Glycogen synthase kinase-3 alpha (Homo sapiens), P49840;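 in the data active means inhibition above about 50%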;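 further: GST-tagged GSK-3 alpha with peptide substrate and 25 µM ATP; 0% = DMSO neutral wells and 100% = GW8510 positive control wells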
# Target sequence (P49840 whole entry, looked up): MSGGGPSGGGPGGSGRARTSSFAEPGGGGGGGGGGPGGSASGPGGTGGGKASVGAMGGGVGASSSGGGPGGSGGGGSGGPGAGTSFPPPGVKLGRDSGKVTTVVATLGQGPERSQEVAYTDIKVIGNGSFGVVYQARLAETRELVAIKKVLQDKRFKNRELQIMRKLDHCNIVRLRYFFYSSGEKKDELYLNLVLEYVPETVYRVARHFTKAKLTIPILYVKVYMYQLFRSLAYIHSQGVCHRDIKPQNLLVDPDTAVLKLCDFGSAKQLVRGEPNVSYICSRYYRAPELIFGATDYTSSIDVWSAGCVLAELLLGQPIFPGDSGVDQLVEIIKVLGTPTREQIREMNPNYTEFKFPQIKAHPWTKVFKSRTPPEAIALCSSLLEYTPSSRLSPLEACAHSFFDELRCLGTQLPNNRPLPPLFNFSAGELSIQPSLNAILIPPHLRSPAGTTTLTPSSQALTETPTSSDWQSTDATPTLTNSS
# IEC-6 cytotox: cytotoxicity in IEC-6 intestinal epithelial cells, primary screen, cytotoxicity control for KLF5 inhibitor project, cell-based, luminescence; IEC-6 cytotoxicity, luminescence viability; inhibition, % at 5 µM; hit rate 0.78% among 290,000; in the data active means inhibition above about 22%;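 further: 0% = plate median of test compound wells and 100% = cytotoxic reference compound wells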
# HSP90 refold inh: HSP90 inhibitors, primary screen, cell lysate, luminescence; Heat shock protein HSP 90 (rabbit reticulocyte lysate; luciferase refolding); Rabbit reticulocyte lysate, luciferase refolding luminescence, 3 h; inhibition, % at 5.6 µM; hit rate 0.91% among 290,000;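 active means inhibition above the screen-wide mean plus 3 SD, computed separately per campaign, cut at about 16% in these data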;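 further: 0% = DMSO wells and 100% = 60 µM geldanamycin wells; inhibitors lower the luminescence because luciferase stays unfolded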
# aSyn UTR inh: MLPCN primary screen, SNCA 5' untranslated region | alpha-synuclein 5'UTR reporter, inhibitor activity | inhibition, % (tested at 7.5 µM) | hit rate 0.82% among 300,000 | AID 1813, 2009; in the data active means inhibition above about 60%;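 further: H4 neuroglioblastoma cells stably carrying SNCA 5'UTR luciferase fusion; 0% = DMSO wells and 100% = positive control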
# HSF1 activator: HSF-1 activators, primary screen, NIH3T3-HGL cells, MG132 stress, luminescence, single point. NIH3T3-HGL HSF-1 luciferase reporter, 8 h; 100% = twice DMSO control signal. activation, % at 9 µM. hit rate 1.7% among 300,000. AID 504408, 2011;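 active means mean replicate activation of at least 50% with a set share of replicates each reaching 50%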;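 further: 0% = median of the neutral control wells and 100% = twice that signal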
# KLF5 inh: KLF5 expression inhibitors, primary screen, DLD-1 cells, luminescence | hit rate 0.23% among 290,000 | inhibition, % at 5 µM | DLD-1 KLF5 promoter-luciferase reporter | AID 1700, 2009;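 active means inhibition above a per-plate limit of that plate's mean compound inhibition plus 3 SD, cut at about 60% in these data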;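 further: 0% = DMSO wells and 100% = LY294002 at 200 µM; higher means less KLF5 promoter-driven luciferase light; inactives centre near -14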
# * = called active by the depositor; i = inactive; · = no result given. The list is partial; the hit share may differ from the screen's.
entry	mol	PolyA inh	HSF1 inh	GSK3B inh	AI-2 QS mod	GSK3 alpha inh	IEC-6 cytotox	HSP90 refold inh	aSyn UTR inh	HSF1 activator	KLF5 inh
1	CCOC(=O)c1sc(NNC(=O)c2ccc(C)cc2)nc1C	i	9	6	16	-8	1	-1	-24	10	-34
2	CCN(CC)CCOC(=O)/C=C/c1ccccc1OC	i	·	-4	10	-2	-3	-2	10	·	-18
3	Cc1ccc(NC(=O)Cn2nnc(-c3ccccc3NC(=O)c3cccs3)n2)cc1	i	-13	2	3	0	7	6	67*	-31	-14
4	Cc1cc(C(=O)NNC(=O)c2ccc(C)s2)c(C)o1	i	-2	·	·	-1	·	·	9	-1	·
5	O=C(Nc1ccccc1)c1ccc2c(c1)OCCCO2	i	9	0	16	6	2	31*	-18	13	-30
6	Cc1cc(N2CCN(c3ccc(F)cc3)CC2)nc2cc(O)ccc12	i	-55*	-2	13	-1	-6	-4	-66	-64	-38
7	CCCn1c(C2CC(=O)N(c3cc(OC)ccc3OC)C2)nc2ccccc21 (stereo unspecified)	i	8	0	9	-1	0	-4	9	-6	9
8	C=CCSc1nc(-c2ccc(OC)cc2)c(C#N)c(=O)n1CC=C	i	20	-1	5	·	-3	-1	3	65*	-32
9	CN(c1ccc(C(=O)NCc2ccncc2)cc1)S(=O)(=O)c1ccc(Cl)cc1	i	3	0	1	0	0	3	1	-5	-23
10	COc1ccccc1NC(=O)CS(=O)(=O)c1cn(CC(=O)N(C(C)C)C(C)C)c2ccccc12	i	1	0	17	-2	2	-1	18	21	-24
11	O=C(CCN1CCCCC1=O)NC1CCCc2c1cnn2-c1ccccc1F (stereo unspecified)	i	-4	0	9	1	1	-1	11	-3	-20
12	CCN(CC)S(=O)(=O)c1ccc(-c2nnc(SCC(=O)Nc3nnc(C)s3)n2CC)cc1	i	3	-6	21	0	-1	-1	-7	-3	-40
13	Cc1c(NC(=O)Nc2cccc(C(F)(F)F)c2)c(=O)n(-c2ccccc2)n1C	i	-5	3	5	2	4	0	-11	1	-12
14	Cc1cccc(N2CCN(C(=O)N3CCCCC3)CC2)c1C	i	0	2	6	-15	-1	1	-19	2	-7
15	CCOc1ccc(NC(=O)c2ccc(NC(=O)C3CCCO3)cc2)cc1 (stereo unspecified)	i	0	·	·	-2	4	0	-15	3	3
16	CCOC(=O)c1oc2ccccc2c1COC(=O)CNC(=O)c1ccccc1	i	1	-1	19	-2	7	-1	20	-19	14
17	Cc1ccc(C)c(CNS(=O)(=O)c2c(C)[nH]c(C)c2C(=O)N2CCCCC2)c1	i	-4	1	24	1	1	-6	15	-2	-3
18	CC(C)CNS(=O)(=O)c1ccc(CCC(=O)NCc2ccncc2)cc1	i	-41	2	32	-1	2	-2	6	-53	-3
19	O=C(NCc1ccc(N2CCCC2=O)cc1)NC1CCCCC1	i	0	1	17	-2	-2	-2	5	26	-46
20	Cc1ccc(-n2c(C)cc(/C=N/Nc3ccc([N+](=O)[O-])cn3)c2C)cc1	i	-3	-5	16	·	6	3	-39	25	-41

# Exported in transposed form: five of the compounds above
[5] O=C(Nc1ccccc1)c1ccc2c(c1)OCCCO2
[6] Cc1cc(N2CCN(c3ccc(F)cc3)CC2)nc2cc(O)ccc12
[7] CCCn1c(C2CC(=O)N(c3cc(OC)ccc3OC)C2)nc2ccccc21 (stereo unspecified)
[8] C=CCSc1nc(-c2ccc(OC)cc2)c(C#N)c(=O)n1CC=C
[9] CN(c1ccc(C(=O)NCc2ccncc2)cc1)S(=O)(=O)c1ccc(Cl)cc1

assay / entry,5,6,7,8,9
PolyA inh,i,i,i,i,i
HSF1 inh,9,-55*,8,20,3
GSK3B inh,0,-2,0,-1,0
AI-2 QS mod,16,13,9,5,1
GSK3 alpha inh,6,-1,-1,·,0
IEC-6 cytotox,2,-6,0,-3,0
HSP90 refold inh,31*,-4,-4,-1,3
aSyn UTR inh,-18,-66,9,3,1
HSF1 activator,13,-64,-6,65*,-5
KLF5 inh,-30,-38,9,-32,-23

# Quoted at random: two records from the list
entry	mol	PolyA inh	HSF1 inh	GSK3B inh	AI-2 QS mod	GSK3 alpha inh	IEC-6 cytotox	HSP90 refold inh	aSyn UTR inh	HSF1 activator	KLF5 inh
10	COc1ccccc1NC(=O)CS(=O)(=O)c1cn(CC(=O)N(C(C)C)C(C)C)c2ccccc12	i	1	0	17	-2	2	-1	18	21	-24
14	Cc1cccc(N2CCN(C(=O)N3CCCCC3)CC2)c1C	i	0	2	6	-15	-1	1	-19	2	-7

# (cont.)
entry	mol	PolyA inh	HSF1 inh	GSK3B inh	AI-2 QS mod	GSK3 alpha inh	IEC-6 cytotox	HSP90 refold inh	aSyn UTR inh	HSF1 activator	KLF5 inh
21	COC(C[C@H]1O[C@H]1C(=O)[C@@H](C)OCc1ccccc1)OC	i	-9	-1	15	0	·	·	5	-16	·
22	Cc1nn(Cc2c(F)c(F)c(F)c(F)c2F)c(C)c1NC(=O)c1nn(C)cc1[N+](=O)[O-]	i	-1	3	13	-3	-1	2	17	-5	-28
23	COc1ccc2c(c1)CC(C)C/C2=N\NC(=O)c1ccco1 (stereo unspecified)	i	10	1	6	-3	-5	-4	-30	24	-21
24	O=C(NNC(=O)c1csc(-c2cccnc2)n1)c1ccccc1	i	-3	1	·	3	1	4	-21	11	-21
25	N#Cc1ccsc1NC(=O)CN1CCCCCC1	i	1	-5	34	-2	-3	-1	-1	9	-73
26	COc1cccc(NC(=O)C2C3C=CC4(O3)C2C(=O)N(C(C)C)C4C(=O)NC2CCCCC2C)c1 (stereo unspecified)	i	15	3	17	1	2	0	12	46	6
27	O=S(=O)(NCC1CCCO1)c1ccc(S(=O)(=O)N2CCCC2)cc1 (stereo unspecified)	i	-3	3	10	0	-2	1	10	-4	2
28	O=C(NCC(c1cccnc1)N1CCOCC1)Nc1ccccc1 (stereo unspecified)	i	-13	0	11	4	0	3	2	-21	-20
29	c1ccc(Nc2nc(NCc3ccco3)c3ccccc3n2)cc1	i	1	-5	15	2	9	-1	-67	26	-31
30	O=C(C(Sc1ccccc1)c1ccccc1)N1CCOCC1 (stereo unspecified)	i	·	-3	18	-4	0	2	2	·	-21
31	CN(C)c1ccc(NC(=O)CN2C3CCCC2CC(NC(=O)c2ccccc2)C3)cc1 (stereo unspecified)	i	-2	4	44	1	3	3	27	-1	-5
32	COc1ccc(NC(=O)CSc2nnc(-c3cc(C)[nH]n3)n2N)cc1OC	i	-2	0	7	0	-5	-6	2	2	-31
33	NC(=O)c1ccsc1NC(=O)c1ccc(S(=O)(=O)N2CCCC2)cc1	i	14	0	2	-2	-6	4	-103	25	-49
34	COC(C(=O)Nc1ccnn1C1CCN(C(=O)c2ccc(C=O)cc2)CC1)c1ccccc1 (stereo unspecified)	i	7	2	11	0	2	2	-41	15	5
35	C=CCOc1ccc(CNCCc2ccc(S(N)(=O)=O)cc2)cc1	i	-6	0	-4	-2	-5	-1	-21	3	-36
36	COc1ccc(-c2nc(SC(CC(=O)NCCO)c3cccs3)n[nH]2)cc1 (stereo unspecified)	i	-2	3	10	-1	6	1	-21	21	-18
37	CN(Cc1ccco1)C(=O)c1c[nH]c2ccc(S(=O)(=O)Nc3ccc4c(c3)OCCO4)cc2c1=O	i	-21	0	23	-1	-4	3	-9	-11	-20
38	CCOC(=O)N1CCc2c(sc(NC(=O)CN3CCOCC3)c2C#N)C1	i	-3	2	2	-6	-4	-1	7	-5	-24
39	O=C(CSc1nnc(C2COc3ccccc3O2)o1)Nc1nccs1 (stereo unspecified)	i	-2	0	-54	·	-1	-4	-5	12	-22
40	Cc1c(NC(=O)C2(c3ccc(Cl)cc3)CCCC2)c(=O)n(-c2ccccc2)n1C	i	3	4	29	-2	5	2	5	-3	-27
41	Cc1c(C(=O)OCCN2CCCCC2)oc2ccccc12	i	3	0	12	1	3	1	15	18	-14
42	COc1ccc2c(c1)[nH]c1c(N3CCN(Cc4ccc5c(c4)OCO5)CC3)ncnc12	i	5	0	20	6	14	-3	5	5	-27
43	O=C(N/N=C/c1ccco1)c1ccc(NC(=O)c2ccc(Cl)cc2)cc1	i	-7	-2	-5	-2	2	6	-17	-9	-3
44	Cc1ccc(C2c3sc(=O)[nH]c3SC3C(=O)NC(=O)C32)cc1 (stereo unspecified)	i	14	-24	16	·	-3	6	-13	-3	-24
45	Cc1ccc(OC(=O)CCc2c(C)nc3ncnn3c2C)cc1	i	4	0	28	-1	-4	-2	-11	-4	-9
46	CC(=O)Nc1ccc(Nc2nc(C)nc3c2nnn3Cc2ccccc2Cl)cc1	i	3	·	·	2	4	-2	9	15	6
47	COc1ccc(OC)c(C2C=C(C34CC5CC(CC(C5)C3)C4)NC(=S)N2)c1 (stereo unspecified)	i	·	1	15	3	-3	7	18	·	-10
48	COC(=O)[C@H](CCSC)NC(=O)N1CCN(c2cccc(C(F)(F)F)c2)CC1	i	0	-2	19	2	-9	-1	5	15	-16
49	Cc1ccc(N2C(N)=C(C#N)C3(C(=O)N(C)c4ccccc43)C3=C2CC(C)(C)CC3=O)cc1Cl (stereo unspecified)	i	-5	6	16	0	-2	-1	19	9	-10
50	COc1ccc(-c2cc(C(F)F)n3ncc(C(=O)NCC4CCCO4)c3n2)cc1 (stereo unspecified)	i	-17	-1	26	-1	0	1	47	-18	-7
51	CCOC(=O)C1(Cc2ccccc2C)CCCN(C(=O)c2cc(C3CC3)[nH]n2)C1 (stereo unspecified)	i	11	1	17	0	0	0	-11	11	10
52	CCN1C(=O)C(CC(=O)Nc2ccc(Cl)cc2)N(NC(=O)c2ccncc2)C1=S (stereo unspecified)	i	5	-3	-10	1	-4	1	-13	-2	-3
53	Cc1cc(C)n(CCC(=O)N=Nc2c(O)[nH]c3ccccc23)n1	i	-9	0	9	8	-6	5	-6	-6	-29
